Screening results deposited in PubChem by Sanford-Burnham Center for Chemical Genomics.
H9c2 TAG inh = reduces triacylglycerol accumulation in H9c2 cells. Nile Red lipid (TAG) fluorescence; cells loaded with 200 µM oleic acid. inhibition, % at 12.5 µM. actives 0.66% (n = 230,000);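 active = pattern-corrected inhibition of lipid staining of at least 50% with the nuclear-stain viability signal not falling by more than 50%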;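 note: 0% = DMSO wells and 100% = triacsin C control wells; some results filed as inactive read as strong as hits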
H9c2 TAG inh DAPI viability = further read-out of H9c2 TAG inh, marked with its call; DAPI nuclei signal change (viability), lower = more cytotoxic, %;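 whole-well DAPI fluorescence read on a plate reader as a viability signal; minus 50 percent equals half of cells still viable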
* hit, by the source's call.

Order of values: H9c2 TAG inh DAPI viability | H9c2 TAG inh
COc1ccc(C(=O)Nc2cccc(NC(=O)c3ccc(OC)c(OC)c3)n2)cc1OC
→ 2 | 16
CCC12CN3CC(CC)(CN(C1)C3c1ccc(OC(C)C)cc1)C2=O (stereo unspecified)
→ -16 | -3
COc1cc(OC)cc(C(=O)N[C@H](C(=O)OCC(=O)Nc2ccc(OC)c(OC)c2)C(C)C)c1
→ -9 | -5
COc1ccc(-c2nnc(SCC(=O)N/N=C/c3ccccc3C(=O)O)n2-c2ccc(Cl)cc2)cc1
→ -1 | 8
Cc1noc(C)c1NC(=O)N(C)C[C@H]1Oc2ccc(NC(=O)Cc3ccccc3)cc2C(=O)N([C@H](C)CO)C[C@@H]1C
→ -1 | 2
CCOC(=O)c1ccc(N2C(=O)c3n[nH]c(C)c3C2c2ccc(OC)c(OC)c2)cc1 (stereo unspecified)
→ 2 | -8
COc1ccc(CCN(C)C(=O)c2cccc(S(=O)(=O)N3CCN(c4ccc(F)cc4)CC3)c2)cc1OC
→ 90 | -14
Cc1ccccc1C(=O)N(C)[C@H]1C[C@H]2c3[nH]c4ccccc4c3CCN2C(=O)[C@H]1[C@H](C)O
→ 6 | 6
COc1ccc(COCC(O)CN2CCC(C(N)=O)CC2)cc1OC (stereo unspecified)
→ -23 | 6
Cc1ccc(CN2C(=O)CCSc3ccc(Cl)cc32)cc1
→ 4 | -6
O=C(CSc1nnc(Nc2ccccc2)s1)Nc1ccc(S(=O)(=O)N2CCOCC2)cc1
→ 5 | -3
CCOc1ccc(NC(=O)c2cn(-c3ccc(OCC)cc3)c(=O)c3cc(OC)c(OC)cc23)cc1
→ -1 | 24
Nc1ccc(Cl)c(S(=O)(=O)Nc2ccc(Cl)cc2)c1
→ 0 | -11
NC(=O)C1CC(=O)N(c2ccc(OCC(=O)Nc3cccc(C(F)(F)F)c3)cc2)C1 (stereo unspecified)
→ -1 | -1
COC(=O)Cn1ccc(-c2ccc(Cl)cc2)c(C#N)c1=O
→ 3 | 12
COCCNC(=O)C1(C)CCCN(Cc2ccc(Cl)c(Cl)c2)C1 (stereo unspecified)
→ 0 | 1
CCOC(=O)C1=C(N)n2c(s/c(=C\c3cccnc3)c2=O)=C(C#N)C1c1cccnc1 (stereo unspecified)
→ 2 | -10
COc1ccc(N(C)S(=O)(=O)c2cccc(C(=O)NC3CCCC3)c2)cc1
→ 2 | -14
COc1ccccc1NC(=O)CSc1nnc(C)o1
→ 2 | 0
CN(CC(=O)Nc1ccccc1Br)C(=O)CNC(=O)c1ccc2c(c1)OCO2
→ 0 | -12
Cc1ccc(C(=O)Nc2ccccc2C(=O)N2CCCCC2C)cc1 (stereo unspecified)
→ 1 | 9
O=C(Nc1cccc(C(F)(F)F)c1)C1C2CC3OC(=O)C1C3C2 (stereo unspecified)
→ 7 | -3
Clc1ccc2c(c1)[C@H]1OCC[C@H]1[C@@H](c1ccco1)N2
→ 2 | 0
COc1ccccc1C(=O)NCc1ccco1
→ -13 | 24
CN(C)c1ncnc2c1ncn2C1CCCO1 (stereo unspecified)
→ 0 | 0
CCOC(=O)N1CCC(NS(=O)(=O)c2cc3c(cc2Br)CCN3C(=O)CC)CC1
→ -6 | -12
CCCCN(CCCC)Cc1ccc(C(=O)NNC(=O)Nc2ccc(F)cc2)o1
→ 6 | -12
N#Cc1nc(Cc2ccccc2)oc1N1CCCC1
→ 6 | 4
COc1cccc(CNC(=O)c2cc(COc3c(F)cccc3F)on2)c1
→ 1 | -2
CS(=O)(=O)NN1C(=O)c2ccccc2NC1c1ccccc1O (stereo unspecified)
→ -7 | 7
Cc1cccc(N=Nc2c(C)nn(-c3ccccc3)c2N)c1C
→ 8 | 8
CCc1cccc(OCCOCCN2CCCC2)c1
→ -11 | 16
Cc1nc2c(=O)n(-c3ccc(F)c(Cl)c3)nc(C)c2s1
→ -6 | -4
CCC[C@@H](CN1CCC[C@H]1CN1C(N)=NC[C@@H]1Cc1ccccc1)N1C[C@@H](Cc2ccccc2)N(CCCC2CCCC2)C1=N
→ 23 | -11
COc1ccccc1NC(=O)CSc1nc(=O)n2cc(C)ccc2n1
→ 0 | -7
O=C(Cc1nnc(NC(=O)c2cccc([N+](=O)[O-])c2)s1)NCc1ccccc1
→ -7 | 16
O=C(c1cc2ccccc2o1)N1CCN(S(=O)(=O)c2ccc(Cl)s2)CC1
→ 7 | -17
Cc1ccc(CN2CCN(CC(=O)N/N=C/c3ccccc3F)CC2)cc1
→ 6 | 1
CCCCn1c(N)c(N(CCC(C)C)C(=O)CCCc2nc3ccccc3s2)c(=O)[nH]c1=O
→ -2 | 15
O=C(N/N=C1\CC2CC=CC12)c1ccccc1Cl (stereo unspecified)
→ -18 | 24
Cc1ccc(-c2cc(C(=O)N/N=C/c3c(C)nn(C)c3C)c3ccccc3n2)cc1C
→ -4 | -13
Cc1noc(NS(=O)(=O)c2ccc(NC(=O)c3cccc(S(=O)(=O)Nc4ccccc4F)c3)cc2)c1C
→ 0 | -3
COC(=O)c1ccc(/C=C/C(=O)OCC(=O)NCc2cccs2)cc1
→ -8 | 6
Cc1cccc(Oc2ncnc3onc(C)c23)c1C
→ -1 | 15
CNc1nc(SCc2ccccc2Cl)nc2c1CCCC2
→ -11 | -37
CCN(N)C(=S)Nc1ccc(F)cc1
→ 3 | -9
O=C(NCC(c1ccco1)N1CCCCC1)c1cccnc1 (stereo unspecified)
→ 3 | -18
CCOCC(=O)Nc1c(C(=O)Nc2ccc3c(c2)OCCO3)oc2ccccc12
→ -8 | 9
CC1CC1C(=O)Nc1nc(-c2ccccc2)cs1 (stereo unspecified)
→ 10 | 12
COc1ccc(S(=O)(=O)N2CCCC2C(=O)Nc2nc3c(s2)CCCC3)cc1 (stereo unspecified)
→ 2 | 45
CCOc1ccc2nc(NC(=O)c3cccc(N4C(=O)CCC4=O)c3)sc2c1
→ -18 | 17
Cc1ccc(NC(=O)COC(=O)C2CCN(c3ccc(C(F)(F)F)cn3)CC2)cc1C
→ -1 | -10
CCc1ccc(C(=O)CCC(=O)Nc2cccc(S(=O)(=O)N3CCCCC3)c2)cc1
→ 3 | -6
CCN(CC)C(=O)C1CC(=O)N(c2ccc(OC)cc2)C1c1ccc(OC)cc1 (stereo unspecified)
→ -6 | 8
CCNC(=O)C1CCCN(C(=O)c2cnc3ccccc3n2)CC1 (stereo unspecified)
→ -3 | 8
Cn1nnc2cc(C(=O)Nc3cccnc3)ccc21
→ 0 | 6
COc1cc2c(cc1OC)C(C1C(=O)CC(C)CC1=O)N(C(=O)CCl)CC2 (stereo unspecified)
→ 13 | 3
O=C(COc1cccnc1[N+](=O)[O-])N1CCc2ccccc21
→ 0 | -9
CC(=O)Nc1ccc(CN(C)c2c(C)nc3ccc(C(=O)NCCc4ccccn4)cn23)cc1
→ -1 | 9
CCN1C(=O)[C@H]2[C@@H](c3ccc(-c4ccccc4)cc3)N3CCC[C@@]3(C(=O)OC)[C@H]2C1=O
→ -7 | 23

(cont.)
Order of values: H9c2 TAG inh DAPI viability | H9c2 TAG inh
O=C(CSc1nc2ncc(Cl)cc2[nH]1)NC1CCS(=O)(=O)C1 (stereo unspecified)
→ 5 | -10
Cc1ccc2[nH]c(=O)c(COC(=O)C3CCCCC3)cc2c1
→ 1 | -2
CCOC(=O)C1=C(N)OC2=C(C(=O)CC(C)(C)C2)C1c1ccco1 (stereo unspecified)
→ -13 | 1
Nc1nnc(SCC(=O)Nc2ccccc2N2CCOCC2)s1
→ 9 | -13
COc1ccc(Oc2ccc(/C=N/NC(=O)c3cccnc3)cc2[N+](=O)[O-])cc1
→ -3 | 0
Cn1c(Br)nc2c1c(=O)n(Cc1ccccc1)c(=O)n2C
→ -2 | 0
CC(C)(C)NC(=O)NC(=O)CN1CCCCC1
→ 3 | 2
COc1ccc(C2(O)CCN(C(=O)c3ccc4c(c3)OCO4)CC2)cc1
→ 134 | 2
O=C(COC(=O)c1ccc(F)c(S(=O)(=O)N2CCOCC2)c1)NC1CC1
→ -11 | 14
Cc1n[nH]c(C)c1S(=O)(=O)N(CC(=O)N1CCc2ccccc21)c1ccc(C(C)C)cc1
→ -13 | 16
COc1ccc(-n2cnc3cc(NCc4cccs4)ccc32)cc1
→ 1 | -7
O=C(N/N=C/c1ccco1)c1ccc(NC(=O)C2CC2)cc1
→ -3 | -9
COc1ccc(CNC(=O)Cc2csc(NC(=O)Nc3ccccc3OC)n2)cc1
→ -2 | 12
CCCC[C@H](CN[C@@H](CNC)[C@H](C)CC)NCCC12CCC(CC1)C2
→ -20* | 51*
CCOc1ccc2[nH]cc(C(=O)NCCCN3CCOCC3)c(=O)c2c1
→ 3 | 11
O=C(NNc1ncnc2c1cnn2-c1ccccc1)c1cccs1
→ 2 | 4
Cc1ccc(CC2CC(=O)N(c3nc4ccccc4n3C)C2=O)cc1 (stereo unspecified)
→ 8 | -6
COCCN(C(=O)COC(=O)CCCc1c[nH]c2ccccc12)c1c(N)n(Cc2ccccc2)c(=O)[nH]c1=O
→ 2 | -21
CC(=O)c1c(C)[nH]c(C(=O)OCC(=O)Nc2ccc(Cl)c(S(=O)(=O)N(C)C)c2)c1C
→ -11 | 9
CC(C)c1nc2sc3c(NCc4ccco4)ncnc3c2c2c1COC(C)(C)C2
→ 3 | 18
CC(=O)Nc1cccc(C(=O)Oc2cccc(C)c2)c1O
→ -7 | -1
FC(F)(F)c1ccc(Cl)c(-n2c(-c3cc(-c4ccco4)[nH]n3)n[nH]c2=S)c1
→ -7 | 7
COc1ccc(C(=O)Nc2ccc3ccccc3c2)cc1
→ 4 | -18
CC1CCC2(CC1)NC(=O)N(CC(=O)Nc1sc3c(c1C(N)=O)CCC3)C2=O (stereo unspecified)
→ -1 | 4
CCCCn1cc(C(=O)c2cc(Br)ccc2O)cc(C#N)c1=O
→ 14 | -24
O=C(c1cn(-c2ccccc2)nc1-c1cccc([N+](=O)[O-])c1)N1CCCCC1
→ -7 | -17
O=C(Nc1ccc(NC(=O)c2ccco2)cc1)c1cnccn1
→ -7 | 23
NS(=O)(=O)c1ccc(NC(=O)CSc2nnc(C3CC3)n2C2CC2)cc1
→ 0 | -2
CS(=O)(=O)Nc1cccc(C2=NN(C(=O)c3ccccc3Cl)C(c3ccccc3O)C2)c1 (stereo unspecified)
→ -1 | 2
COc1ccc(CNC(=S)Nc2ccc(F)c(Cl)c2)cc1OC
→ -2 | -2
COc1ccc(Cc2n[nH]c(=S)n2NC(=O)Nc2ccc(Cl)c(Cl)c2)cc1
→ -3 | 15
CCOc1ccccc1C(=O)NC(CO)C(=O)O (stereo unspecified)
→ -13 | -4
CCCC(=O)NC(c1cccs1)c1cc(Cl)c2cccnc2c1O (stereo unspecified)
→ -16 | 24
O=C(NC1CCS(=O)(=O)C1)c1ccc(S(=O)(=O)NCC2CCCO2)cc1 (stereo unspecified)
→ -9 | -13
CNc1cnn(-c2ccccc2)c(=O)c1Cl
→ 7 | 2
COc1ccc(C(=O)C(C)OC(=O)COc2ccccc2)cc1 (stereo unspecified)
→ 4 | -7
CC(CCN1CCC(CN2C(=S)NCC2Cc2ccccc2)CC1)c1ccccc1 (stereo unspecified)
→ 19 | -9
O=C(COC(=O)c1cc([N+](=O)[O-])ccc1N1CCOCC1)NC1CCCCC1
→ -6 | 3
CCCCCCN1C[C@@H](n2cc(COC(=O)c3ccccc3)nn2)[C@H](O)C[C@@H]1c1ccccc1
→ -4 | 6
Cc1nn(-c2ccccc2)c(C)c1CNC(=O)c1ccc(S(=O)(=O)NCc2ccco2)cc1
→ -7 | 4
Cc1c(Cl)cnn1CC(=O)NC1C(=O)N2C(C(=O)O)=C(CSc3nnnn3C)CSC12 (stereo unspecified)
→ 4 | -11
CCOC(=O)c1c(C)[nH]c(C)c1C(=O)COC(=O)c1ccc(O)cc1
→ -1 | -2
CC(C)(C)c1ccc(S(=O)(=O)NCC(=O)Nc2ccc(-c3nc4ccccc4s3)cc2)cc1
→ -1 | 17
COc1ccc(-c2nn(-c3ccccc3)cc2C(=O)Nc2nccs2)cc1
→ -4 | 20
O=S(=O)(c1ccccc1)N1CCN(Cc2ccc(Cl)cc2)CC1
→ -4 | -15
CCOc1ccc(N(CC)C(=O)COc2cc(=O)n(C)c3ccccc23)cc1
→ -8 | -8
Nc1c(Br)cc2c([nH]c(=O)c3ccccc32)c1Br
→ 5 | 13
CC[C@H]1C(=O)[C@@H](Cc2ccccc2)[C@@H]2CCN3C(=O)CCC[C@H]1[C@H]23
→ 15 | 24
CCN1CCN(c2ncc3c(n2)CC(c2ccc(OC)c(OC)c2)CC3=O)CC1 (stereo unspecified)
→ 4 | 25
C#Cc1cccc(Nc2nc(NC(C)C)nc3ccsc23)c1
→ 35 | -8
NNc1nc(Nc2ccc([N+](=O)[O-])cc2)nc(N2CCCCCC2)n1
→ -5 | 26
O=C(COc1ccc(S(=O)(=O)NC2CCCCC2)cc1)NC1CCCCC1
→ -2 | 8
N/C(=N\OC(=O)c1ccccc1Cl)c1cccc([N+](=O)[O-])c1
→ 14 | -7
CCCOc1ccc2c3c(c(=O)oc2c1OCCC)CCCC3
→ 2 | 16
CC(Nc1ccc(Br)cn1)c1cc(Cl)ccc1O (stereo unspecified)
→ 1 | 4
O=C(CNC(=O)c1cccc(F)c1)NC1CC1
→ 7 | -12
Oc1ccc(N=Nc2ccc3c(c2)OCCO3)c(O)c1
→ -3 | -1
OCc1cccc[n+]1Cc1ccccc1
→ 8 | -11

This is a subset; rates above refer to the full screens.
